eIF4E-4G inh: eIF4E/eIF4G interaction inhibition in translation initiation; TR-FRET eIF4E-eIF4GI(517-606) binding, 2 h; 0.37% of 220,000 active; inhibition, % at 21.7 µM; P63073+Q04637;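 active means inhibition above about 30%, limit read from the data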;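 further: 0% = full FRET control wells and 100% = background wells lacking eIF4GI fragment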
Rad51 HR inh: blocks human Rad51 in homologous recombination. 0.085% of 200,000 active. inhibition, % at 10 µM. hRad51 DNA strand exchange, fluorescence dequenching. Q06609;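 active means inhibition above 40% at the single screening dose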;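 further: 0% = DMSO control wells and 100% = blanks with heterologous ssDNA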
Target sequence (Q06609 whole entry, looked up): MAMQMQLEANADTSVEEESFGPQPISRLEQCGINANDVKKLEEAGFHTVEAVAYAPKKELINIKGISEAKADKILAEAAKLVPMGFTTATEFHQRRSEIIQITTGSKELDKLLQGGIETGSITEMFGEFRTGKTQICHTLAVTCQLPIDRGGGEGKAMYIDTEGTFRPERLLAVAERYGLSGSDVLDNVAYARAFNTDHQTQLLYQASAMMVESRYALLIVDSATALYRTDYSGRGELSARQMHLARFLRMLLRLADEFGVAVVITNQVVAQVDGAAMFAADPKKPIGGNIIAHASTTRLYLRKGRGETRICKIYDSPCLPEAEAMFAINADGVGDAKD
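Material: hRad51 filaments on single-stranded DNA; Reagent: Donor/quencher-labelled 47-bp dsDNA substrate; Compound: 10 µM final, single point; Schedule: 37 °C 15-min filament assembly, 30-min compound preincubation, 15-min exchange; Technique: FRET fluorescence, excitation 485 nm, emission 520 nm; Benchmarks: control wells and blank wells on each plate.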
zVAD death inh: blocks zVAD induced death of L929 cells | L929 zVAD necroptosis rescue, ATP luminescence, 24 h; with zVAD 60 µM | viability rescue, % at 10 µM | 0.38% of 220,000 active;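 active means activation, scaled between plate controls, above about 75%, limit read from the data; inactive means activation under that limit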;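 further: 0% = zVAD with DMSO and 100% = DMSO alone without zVAD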
Calpain2 inh: blocks pig calpain II enzyme activity; purified calpain II, fluorogenic peptide substrate, 30 min; inhibition, % at 16 µM; 0.37% of 220,000 active; AID 1236;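 active means inhibition above about 50%, limit read from the data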
MDM2 E3 inh: Mdm2 E3 ligase (human) inhibition; cell-based MDM2 ubiquitination luciferase reporter, 2 h; 0 = plate control, 100 = twice control, blank-subtracted; signal enhancement, % at 5 µM; 0.11% of 210,000 active; Q00987;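 active means signal enhancement of 30% or more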;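 further: luminescence tracks abundance of the self-degrading MDM2-luciferase fusion protein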
Target sequence (Q00987 whole entry, looked up, the tested form may be a part): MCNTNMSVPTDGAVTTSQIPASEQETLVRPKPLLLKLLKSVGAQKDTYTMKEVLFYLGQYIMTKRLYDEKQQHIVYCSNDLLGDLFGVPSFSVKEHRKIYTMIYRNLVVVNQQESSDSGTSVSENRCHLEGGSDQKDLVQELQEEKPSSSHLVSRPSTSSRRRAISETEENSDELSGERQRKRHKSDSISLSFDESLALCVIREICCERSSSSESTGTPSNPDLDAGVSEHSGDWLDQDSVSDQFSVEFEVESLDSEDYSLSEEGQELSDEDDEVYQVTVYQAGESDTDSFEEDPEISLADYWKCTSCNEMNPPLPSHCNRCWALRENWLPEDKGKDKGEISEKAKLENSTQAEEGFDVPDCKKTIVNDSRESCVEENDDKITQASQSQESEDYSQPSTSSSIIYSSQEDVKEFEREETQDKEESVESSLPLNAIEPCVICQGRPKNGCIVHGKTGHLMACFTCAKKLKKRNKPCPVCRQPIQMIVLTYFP
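Material: stable MDM2–luciferase fusion reporter cells / Quantity: 2000 cells/well / Dosing: single 5 µM compound dose, 0.2% final DMSO / Buffer or medium: DMEM / Schedule: 4 h cell settling then 2 h compound exposure, 37 °C / Detection: luminescence with SteadyLite reagent, 15 min at room temperature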
TNF death inh: blocks TNF-alpha induced death of Jurkat FADD-/- cells; 0.068% of 220,000 active; activation (protection from cell death), % at 10 µM; AID 463075; Jurkat FADD-/- TNF necroptosis rescue, ATP luminescence, 24 h; 0 = TNF only, 100 = no-TNF cells;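 active means activation, meaning protection from cell death, of at least 50% relative to plate controls; inactive means activation below 50%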;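 further: necroptosis triggered by 40 ng/mL TNF-alpha added together with compound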
EBV gp42 inh: blocks Epstein-Barr virus glycoprotein 42 binding; Fluorescence polarization binding assay, mP read-out; 0.42% of 220,000 active; inhibition, % (tested at 21.74 µM); Q1HVG2; in the data active means inhibition above about 50%
Target sequence (Q1HVG2 whole entry, looked up): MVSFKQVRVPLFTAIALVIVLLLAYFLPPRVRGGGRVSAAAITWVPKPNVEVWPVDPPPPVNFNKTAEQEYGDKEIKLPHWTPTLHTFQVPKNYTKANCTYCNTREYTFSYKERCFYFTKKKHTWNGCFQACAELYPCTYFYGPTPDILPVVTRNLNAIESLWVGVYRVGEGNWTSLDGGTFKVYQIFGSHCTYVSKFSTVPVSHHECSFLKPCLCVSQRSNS
PERK inhibitor: inhibitors of human PERK kinase. Q9NZJ5. CHO PERK-DD fusion, SEAP luminescence translation reporter. inhibition, % at 5.6 µM. 0.17% of 220,000 active. AID 1416;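 active means inhibition above the mean inhibition of all tested compounds plus 3 SD, set separately per screening campaign, cut at about 2.9% in these data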;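 further: PERK kinase domain activated by AP20187 dimerizer at 100 nM; 0% = DMSO with dimerizer and 100% = rapamycin at 8.4 µM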
KCC2 mod: modulators of human KCC2 chloride dependent transport | Q9H2X9 | KCC2 cells, thallium flux FluoZin-2 fluorescence | B-score of Tl+ flux slope (higher = more flux/activation; lower = inhibition) at 10 µM | 2.2% of 190,000 active;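 active means thallium flux slope and its plate-corrected score both differing from the plate sample mean at a set confidence after two filtering rounds, in either direction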;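 further: slope of fluorescence scaled to starting intensity during 10 to 20 s after thallium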
* = called active by the depositor; . = no result given; [ ] = another dose, or the depositor's remark.

SMILES	eIF4E-4G inh	Rad51 HR inh	zVAD death inh	Calpain2 inh	MDM2 E3 inh	TNF death inh	EBV gp42 inh	PERK inhibitor	KCC2 mod
Cc1ccc(N(C(=O)Cn2nnc3ccccc32)C(C(=O)NCc2ccccc2)c2ccccn2)cc1 (configuration not stated)	6	1	-0.8	2	-6	0.3	-7	-0.6	-1.4
Cc1ccc(N2C(=O)[C@@H]3Cc4ccccc4CN3C2=O)cc1	7	9	1.6	-6	4	1.8	-17	0.7	.
CC(C)c1onc(C(=O)NCc2ccccc2)c1[N+](=O)[O-]	-50[fluorescence artefact?]	7	0.4	21	-2	0.1	-2	0.1	0.4
COC(=O)c1cc(C(=O)OC)cc(N2C(=O)CC(Sc3nc(C)cc(C)n3)C2=O)c1 (configuration not stated)	-8	1	-0.2	7	-5	-0.4	-12	-0.9	-0.4
CCCCOC(=O)CCc1c(C)[nH]c(=O)c(C#N)c1C	-1	.	-0.1	6	-16	0.5	-14	1.4	-0.024
COC(=O)c1ccccc1NC(=O)c1noc2c1CCC2	15	-5	.	-52	-2	.	32	.	.
COc1ccc(C(=O)NCC(=O)n2nc(C)cc2C)cc1OC	5	0	0.6	-21	-1	-1.2	-5	0.0	0.39
O=C(COc1ccc(C(=O)c2ccccc2)cc1)NCC1CCCCC1	4	-15	4.2	7	5	1.6	-18	-0.1	-0.65
O=c1c(-c2cc3ccccc3o2)[n+]([O-])c2ccccc2n1OCc1ccccn1	2	-8	-0.1	20	-1	-0.8	46	-0.7	-0.92
CCCCC(=O)Nc1ccc2c(c1)nc1n2CCOC1	0	3	1.0	-25	-27	0.0	-12	0.9	1.7
CCOP(=O)(OCC)C(NC(=O)c1cc([N+](=O)[O-])cc([N+](=O)[O-])c1)C(F)(F)F (configuration not stated)	6	31	3.8	-14	-18	-1.8	-19	1.1	0.37
c1coc(-c2nnc3sc(-c4cccs4)nn23)c1	-2	5	9.4	-11	8	-1.6	-7	-0.3	.
CCCCn1nnc(NC(=O)c2sc3cc(Cl)ccc3c2Cl)n1	7	2	-0.9	-12	-6	-1.7	-15	0.4	1.7
CCc1nc(SCC(=O)c2ccc(C)c(C)c2)n[nH]1	2	4	-0.5	-8	-5	-1.0	-19	1.1	0.74
CSc1ccccc1C(=O)N1CCN(c2ncccn2)CC1	-1	1	-1.3	25	-3	-0.8	-13	0.2	-0.75
O=C(NCc1csc(-c2cccs2)n1)C1CC1	5	8	2.0	-17	0	3.2	-9	1.4	-0.23
COc1ccc(-c2cc(-c3ccccc3O)[nH]n2)cc1OC	9	1	0.0	-67	-7	-2.3	-5	-0.6	0.21
COc1ccc(C(=O)NNC(=O)CCn2nnc(-c3ccc(Cl)cc3)n2)cc1OC	-5	-6	4.5	-26	-2	0.9	-28	0.2	-0.45
O=C(O)CCCCCN=Cc1c(O)c2ccccc2oc1=O	0	-4	2.0	-9	2	-5.2	-14	1.0	0.069
COc1ccc(C2/C(=C(/O)c3ccc(Cl)cc3)C(=O)C(=O)N2CCN2CCOCC2)c(OC)c1 (configuration not stated)	1	.	3.0	13	-13	-0.1	-13	0.1	.
CCOC(=O)C1CCN(c2ncnc3nc[nH]c23)CC1	-2	2	66	-9	-19	-0.1	-9	0.9	0.064
N=c1c2c3c(sc2ncn1N)CCC3	3	14	0.4	6	-11	6.8	-14	1.6	-0.2
O=C(CC1CCCC1)Nc1ccc2c(c1)CCC2	4	9	0.4	-5	-14	2.4	-14	1.2	0.13
S=c1nc(-c2ccccc2)n(CCCN2CCOCC2)c2c1CCCC2	14	4	0.5	-5	-14	1.0	-23	0.6	12*
C[C@@H](C(=O)N[C@@H](Cc1c[nH]c2ccccc12)C(=O)O)n1nnc2ccccc2c1=O	0	-14	-0.6	-26	.	1.2	-16	0.0	-0.015

Already shown: an excerpt of the list.
SMILES	eIF4E-4G inh	Rad51 HR inh	zVAD death inh	Calpain2 inh	MDM2 E3 inh	TNF death inh	EBV gp42 inh	PERK inhibitor	KCC2 mod
Cc1ccc(N(C(=O)Cn2nnc3ccccc32)C(C(=O)NCc2ccccc2)c2ccccn2)cc1 (configuration not stated)	6	1	-0.8	2	-6	0.3	-7	-0.6	-1.4
Cc1ccc(N2C(=O)[C@@H]3Cc4ccccc4CN3C2=O)cc1	7	9	1.6	-6	4	1.8	-17	0.7	.
CC(C)c1onc(C(=O)NCc2ccccc2)c1[N+](=O)[O-]	-50[fluorescence artefact?]	7	0.4	21	-2	0.1	-2	0.1	0.4
COC(=O)c1cc(C(=O)OC)cc(N2C(=O)CC(Sc3nc(C)cc(C)n3)C2=O)c1 (configuration not stated)	-8	1	-0.2	7	-5	-0.4	-12	-0.9	-0.4
CCCCOC(=O)CCc1c(C)[nH]c(=O)c(C#N)c1C	-1	.	-0.1	6	-16	0.5	-14	1.4	-0.024
COC(=O)c1ccccc1NC(=O)c1noc2c1CCC2	15	-5	.	-52	-2	.	32	.	.
COc1ccc(C(=O)NCC(=O)n2nc(C)cc2C)cc1OC	5	0	0.6	-21	-1	-1.2	-5	0.0	0.39
O=C(COc1ccc(C(=O)c2ccccc2)cc1)NCC1CCCCC1	4	-15	4.2	7	5	1.6	-18	-0.1	-0.65
O=c1c(-c2cc3ccccc3o2)[n+]([O-])c2ccccc2n1OCc1ccccn1	2	-8	-0.1	20	-1	-0.8	46	-0.7	-0.92
CCCCC(=O)Nc1ccc2c(c1)nc1n2CCOC1	0	3	1.0	-25	-27	0.0	-12	0.9	1.7
CCOP(=O)(OCC)C(NC(=O)c1cc([N+](=O)[O-])cc([N+](=O)[O-])c1)C(F)(F)F (configuration not stated)	6	31	3.8	-14	-18	-1.8	-19	1.1	0.37

Continuation.
SMILES	eIF4E-4G inh	Rad51 HR inh	zVAD death inh	Calpain2 inh	MDM2 E3 inh	TNF death inh	EBV gp42 inh	PERK inhibitor	KCC2 mod
O=C(c1cnccn1)N(Cc1ccco1)C1(C(=O)NC2CCCCC2)CCCCC1	4	4	-0.2	1	-5	0.3	-19	-0.3	0.14
Cc1ccc(C(C)C)cc1OCCOCCN1CCCC1	-7	-5	-0.8	-12	-15	0.3	-18	-0.8	0.56
O=C1CCCN2N=C(SCC(=O)N3N=C(c4ccc(Br)cc4)CC3c3ccc(F)cc3)SC2=N1 (configuration not stated)	-9	-16	0.2	-23	4	-1.1	-22	0.0	-2.8
O=C(NN1CCOCC1)c1cnn2c(C(F)F)cc(-c3ccccc3)nc12	1	14	0.8	1	-11	-0.8	-11	0.6	0.14
CCn1c(CSCc2ccc(F)cc2)nnc1SCC(=O)N1CCN(c2ccccc2)CC1	-11[fluorescence artefact?]	11	-0.9	-23	-7	-1.4	-21	-1.7	-2.5
CCOC(=O)Cc1cnc(NC(=O)CSc2nc(N)cc(N)n2)s1	-1	-3	1.0	-17	-2	-0.7	-12	0.6	-0.92
COc1ccc(C(=O)Cn2c(NCCO)nc3ccccc32)cc1OC	-5	8	-0.7	0	4	0.6	-6	0.2	.
COc1ccc2nc(NS(=O)(=O)c3ccc(NC(C)=O)cc3)sc2c1	4	0	-0.1	-4	2	-0.6	-6	-0.3	0.22
Cc1cc(O)cc(O)c1-c1onc(C(F)(F)F)c1-c1cscn1	5[fluorescence artefact?]	24	-0.4	21	12	-7.0	11	1.3	-0.63
CCOc1cccc(/C=N/NC(=S)Nc2ccccc2[N+](=O)[O-])c1O	-4	-9	4.7	-22	-52	-4.8	3	0.7	1.3
COc1ccc(N2CCC(CNC(=S)Nc3cc(C)ccc3C)C2)cc1 (configuration not stated)	9	18	-0.2	9	.	-17	2	-0.2	-0.91
CC(=O)c1cc(C(=O)N2CCc3c([nH]c4ccccc34)C2CC(C)C)[nH]n1 (configuration not stated)	-4	17	2.3	-43	0	2.1	-1	0.6	-0.61
Cc1nc(C(=O)Nc2ccc(Cl)cc2Cl)nn1-c1cc(OC(C)C)c(Cl)cc1Cl	-1	-2	0.5	-21	-11	-7.3	-14	1.9	0.85
CC(=O)O/N=C(\N)Cc1ccc(-c2csnn2)cc1	2	7	0.4	23	1	-0.2	-4	1.9	.
O=C(NNS(=O)(=O)c1ccccc1[N+](=O)[O-])c1cccc(Cl)c1	-4[fluorescence artefact?]	.	0.0	-8	6	1.3	2	1.7	1.1
COc1ccc(N2CCN(C(=O)CCCn3c(=O)[nH]c4ccsc4c3=O)CC2)cc1	-5	-10	0.6	-9	-13	-0.4	-13	-0.1	-0.072
Cc1ccc(OCC(=O)Nc2ccc3c(c2)OCCO3)cc1C	-4	18	0.5	11	-16	-0.3	0	0.6	-1
CCn1c(C)cc(C=C2C(=O)c3ccccc3C2=O)c1C	2	-33	57	10	-50	0.7	107*	-1.1	0.67
Cc1nc(Cl)c2oc3ccccc3c2n1	-7[fluorescence artefact?]	1	-0.4	17	-36	-19	1	0.9	.
COc1ccc(-c2noc(-c3cc(Cl)ccc3Cl)n2)cc1OC	-9	2	0.6	-3	-5	-1.3	-26	0.7	-1.6
COC(C(=O)NC(C(C)C)C(C)C)c1ccccc1 (configuration not stated)	8	.	0.9	-1	-3	2.0	4	0.3	0.0072
CN(Cc1ccccc1)S(=O)(=O)c1cn(C)cn1	4	0	1.1	17	-8	0.6	-6	1.3	0.16
Cc1cc(C(=O)NNC(=O)NC(C)C)no1	1	18	-0.1	15	-14	2.0	-7	-0.5	0.57
CC(C)C(=O)Nc1ccnc(-c2cccnc2)n1	4[fluorescence artefact?]	-1	0.6	3	-11	-3.0	-12	0.8	0.44
O=C(NCCc1csc(-c2cccnc2)n1)c1cccc(Cl)c1	-2	4	1.9	7	-13	-1.6	-9	-2.7	-1.3

Remaining list, next part:
SMILES	eIF4E-4G inh	Rad51 HR inh	zVAD death inh	Calpain2 inh	MDM2 E3 inh	TNF death inh	EBV gp42 inh	PERK inhibitor	KCC2 mod
Clc1ccc(-c2ncc3ccccn23)c(Cl)c1	5	4	1.1	-58	-13	-1.1	0	0.2	-1.2
CCOC(=O)COc1ccsc1C(=O)OC	1	2	0.2	-20	-5	-1.4	-21	0.0	0.064
CC(=O)Nc1ccc(OCc2cccc([N+](=O)[O-])c2)cc1	1	15	-0.6	-21	4	0.7	2	0.2	-0.046
CC1(C)CC(=O)C/C(=N/NC(=O)COc2ccc(Cl)cc2Cl)C1	3	11	0.9	-6	-7	1.3	-5	0.0	-0.51
Cc1ccc2nc(NC(=O)c3ccc(Cn4cc(Cl)cn4)o3)sc2c1	-5	7	0.0	-128	-17	0.3	-9	-0.9	-0.5
O=C(NCc1cccnc1)c1ccc(COc2ccc3c(c2)CCC3)o1	1	2	0.3	3	-6	-3.2	-18	-0.2	-1.6
Nc1nc(Nc2ccccc2)nc(NCCO)c1[N+](=O)[O-]	-5	7	0.9	5	-13	-0.5	-3	-0.3	0.0037
Cc1nc(Cl)sc1C(=O)O	1[fluorescence artefact?]	-2	-0.6	-30	-9	1.7	-11	0.2	-1.3
COc1ccc(S(=O)(=O)N2CCC(O)(c3ccc(Cl)cc3)CC2)cc1OC	-1	-8	1.1	-5	-1	-2.7	-15	0.9	-1.4
CCCCC1(CO)C(=O)N(c2ccccc2)N(c2ccccc2)C1=O	1	-3	0.7	12	-9	3.9	-11	0.0	-0.24
Cc1ccc(N2C(=O)N(CC(=O)Nc3ccc(C)c(C)c3[N+](=O)[O-])C(=O)C2C)cc1 (configuration not stated)	4	1	2.2	-15	-12	-1.4	-5	-0.1	-1.3
C=CCCCCCCCCc1nc(=S)[nH][nH]1	2	12	0.2	-13	-7	-2.3	-1	-1.0	64*

Source: PubChem
